# Compound activity (PubChem BioAssay)
# FAS TE block – blocks the thioesterase domain of human fatty acid synthase; P49327; recombinant FAS-TE, OMFH fluorogenic substrate, fluorescence endpoint; inhibition, % at 15 µM; 360,000 tested, 0.67% active; AID 602261;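 active = compounds whose normalised, plate-corrected inhibition of enzyme fluorescence in the single-dose primary screen is 50% or more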;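 also: 0% = DMSO with enzyme and 100% = substrate without enzyme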
# NadD inh – inhibitors of Staphylococcus aureus NadD; purified NadD enzyme, colorimetric absorbance read-out; inhibition, % at 20 µM; 360,000 tested, 0.78% active; in the data active = inhibition above about 26%; also: some compounds past the cut are filed as inactive
# MT1-MMP act inh – inhibitors of human MT1-MMP activation; HT1080 RFP-PRO-GFP cells, GFP/RFP ratio fluorescence, overnight; percent of plate control window, DMSO zero; GFP/RFP ratio change, % at 20 µM; 360,000 tested, 0.061% active; AID 651647;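 active = GFP/RFP ratio change of at least 30% with cell ATP level not reduced by more than half and red fluorescence within 50% of control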; also: strong numbers were not always called active
#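 Assay system: HT1080 cells carrying an RFP-PRO-GFP reporter | Dosing: Single dose of 20 µM compound, 1% DMSO final | Incubation: Cells overnight before dosing, compound overnight, 37 °C, 5% CO2 | Evaluation: GFP/RFP fluorescence ratio | Control set: DMSO and RFP-L50D-GFP cell wells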
# PABP1 MLLE inh – blocks PAM2 peptide binding to the PABP1 MLLE domain; P11940; GST-MLLE / FITC-PAM2 fluorescence polarization; inhibition, % at 20 µM; 360,000 tested, 0.36% active; in the data active = inhibition above about 35%, passing the limit was not always enough;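 also: plate controls were DMSO wells with GST-MLLE for no effect and wells lacking GST-MLLE protein for full effect; some results filed as inactive read as strong as hits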
# CSN deneddyl inh – CSN deneddylation inhibition; Q92905; Purified CSN, SCF-Nedd8-OG deneddylation, fluorescence polarization; inhibition, % at 12.5 µM; 360,000 tested, 0.38% active; AID 651999;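 active = pattern-corrected inhibition above about 35%, with an unprinted fluorescence ratio check between 0.5 and 1.5, limit read from the data, passing the limit was not always enough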;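 also: 0% = enzyme with substrate and 100% = substrate without enzyme; some results filed as inactive read as strong as hits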
#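 Assay system: purified human Csn5 enzyme expressed in HEK293T cells; Input: 0.24 nM Csn5 enzyme, final concentration; Reagent: 10 nM SCFSkp2-Nedd8OG; Compound dosing: 12.5 µM single point; Times: reaction 90 min, room temperature; Technique: fluorescence polarization readout.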
# Rpn11 inh – Rpn11 (human) deubiquitinase inhibition; AID 588493; human 26S proteasome, Ub4-pepOG fluorescence polarization; 20S core pre-blocked with epoxomicin; calls only at 20 µM; O00487; 360,000 tested, 0.59% active;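 active = inhibition at 20 µM, scaled to each plate's controls, above about 33%, limit read from the data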
# Neddyl block – inhibitors of human cullin neddylation; P61081+Q13564; TR-FRET cullin neddylation, biochemical; calls only at 25 µM; 360,000 tested, 0.58% active; in the data active = inhibition above about 36%
# SKN-1 block – inhibitors of C. elegans SKN-1. 360,000 tested, 0.49% active. inhibition, % at 21.8 µM. C. elegans VP596 Pgst-4::GFP/RFP ratio, acrylamide-induced, 24 h;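 active = interference check ratio from 0.5 to 1.5 plus GFP to RFP signal ratio inhibition reaching or exceeding a fixed threshold, cut at about 30% in these data, passing the limit was not always enough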; also: some compounds called inactive have numbers as strong as hits
# Rin1-Abl PPI inh – blocks binding of human Rin1 to Abl. P00519+Q13671. TR-FRET Rin1/Abl binding, biochemical. 360,000 tested, 0.4% active. inhibition, % at 7.35 µM; in the data active = inhibition above about 5%, passing the limit was not always enough
# An asterisk follows results filed as active; i = inactive; x = no result given.
# Values run as follows: FAS TE block	NadD inh	MT1-MMP act inh	PABP1 MLLE inh	CSN deneddyl inh	Rpn11 inh	Neddyl block	SKN-1 block	Rin1-Abl PPI inh
Cc1ccc(S(=O)(=O)NNc2nnc(C)c(=O)[nH]2)cc1
  -2	-3	0	-10	6	i	i	-4	0
COc1cc(C(C(=O)NC2CCCC2)N(C(=O)c2snc(C(N)=O)c2N)c2ccccc2)cc(OC)c1OC (stereo not drawn)
  -9	1	-3	1	1	i	i	13	4
FC(F)(F)c1ccc(Sc2n[nH]c(C(F)(F)F)n2)nc1
  -7	-1	2	-11	0	i	i	4	4
COC(=O)[C@@H](NC(=O)Nc1ccc(OC(F)(F)F)cc1)C(C)C
  0	-3	1	0	-4	i	i	8	2
COc1ccc(C(C(=O)NCCC(C)C)N(CCO)C(=O)c2snc(C(N)=O)c2N)cc1OC (stereo not drawn)
  -4	13	-3	-13	2	i	i	17	-1
Cc1ccc(C(=O)O/N=C\c2ccc(N3CCOCC3)c([N+](=O)[O-])c2)cc1
  12	-6	1	-3	3	i	i	-22	5
CCCNC(=O)N(C)C[C@H]1Oc2cc(Br)ccc2S(=O)(=O)N([C@@H](C)CO)C[C@@H]1C
  -12	0	4	6	8	i	i	3	0
COc1ccc(NC(=S)NC(NC(=O)c2ccc(Cl)cc2Cl)C(Cl)(Cl)Cl)c([N+](=O)[O-])c1 (stereo not drawn)
  24	7	2	36*	-2	i	i	-4	-3
COc1ccccc1N1CCN(Cc2cc(=O)c(OCC(=O)NC(C)C)co2)CC1
  -5	2	0	-9	8	i	i	-11	-4
CCC/C(O)=C1\C(=O)CCCC1=NC(C)C(=O)O (stereo not drawn)
  -12	1	-1	12	2	i	i	4	4
Cc1nc(-c2cc(-c3nc(-c4ccc(C(C)(C)C)cc4)no3)no2)cs1
  18	-5	2	-6	2	i	i	-16	0
C/C=C1\COC(C(=O)NCCN2CCCC2)(C(F)(F)F)C=C1C=C1CCCCC1 (stereo not drawn)
  0	4	0	-2	1	i	i	12	3
O=C(O)c1ccc(Cl)c(S(=O)(=O)NC(Cc2ccccc2)C(=O)O)c1 (stereo not drawn)
  -5	-2	-4	-6	-1	i	i	-7	1
O=C(CCN1CCCC1)Nc1ccccc1
  -7	-3	0	2	1	i	i	-1	0
COc1ccccc1CNC(=O)COC(=O)CCN1C(=O)C2CC=CCC2C1=O (stereo not drawn)
  -9	-8	0	-4	4	i	i	3	-4
CC/C(=C\C(=O)c1ccncc1)Nc1ccc(O)cc1
  -6	-3	-6	6	2	i	i	-18	1
COc1ccc(NC(=O)C2CCN(S(C)(=O)=O)CC2)cc1Cl
  -7	8	7	6	1	i	i	-11	3
CCCCCCCCSc1nnc(CSc2nc3nc(C)cc(C)n3n2)o1
  31	-1	0	-11	1	i	i	5	0
Cc1cc(-c2cccc([N+](=O)[O-])c2)nc2ccc3ccccc3c12
  17	4	-3	-1	-7	i	i	0	5
O=C(c1cccc2cccc(O)c12)N1CCCCC1
  -2	-7	1	0	8	i	i	12	-1

# In a second layout: entries from further up.
smiles,FAS TE block,NadD inh,MT1-MMP act inh,PABP1 MLLE inh,CSN deneddyl inh,Rpn11 inh,Neddyl block,SKN-1 block,Rin1-Abl PPI inh
CC/C(=C\C(=O)c1ccncc1)Nc1ccc(O)cc1,-6,-3,-6,6,2,i,i,-18,1
COc1ccc(NC(=O)C2CCN(S(C)(=O)=O)CC2)cc1Cl,-7,8,7,6,1,i,i,-11,3
CCCCCCCCSc1nnc(CSc2nc3nc(C)cc(C)n3n2)o1,31,-1,0,-11,1,i,i,5,0
Cc1cc(-c2cccc([N+](=O)[O-])c2)nc2ccc3ccccc3c12,17,4,-3,-1,-7,i,i,0,5
O=C(c1cccc2cccc(O)c12)N1CCCCC1,-2,-7,1,0,8,i,i,12,-1

# Carrying on:
# Values run as follows: FAS TE block	NadD inh	MT1-MMP act inh	PABP1 MLLE inh	CSN deneddyl inh	Rpn11 inh	Neddyl block	SKN-1 block	Rin1-Abl PPI inh
CC(C)(C)OC(=O)N[C@@H](Cc1ccccc1)C(=O)N[C@@H](CO)[C@H](O)[C@@H]1C[C@@H]1C(=O)NC1CCCCC1
  -2	-4	4	-7	0	i	i	13	3
Cc1cc(C(F)(F)F)cc(NNC(=O)NC(=O)c2ccc(Cl)cc2)n1
  -6	-18	0	-14	-2	i	i	-3	0
Cc1ccc([C@@H]2C[C@H]3[C@@H](CN2S(=O)(=O)c2ccc(C)cc2)C(=O)C[C@@H](c2cccc(Cl)c2)N3S(=O)(=O)c2ccc(C)cc2)cc1
  18	20	-4	-8	4	i	i	2	-2
Cn1c(=O)c2cc(S(=O)(=O)NC(C(=O)NCc3cccnc3)c3ccccc3)ccc2n(C)c1=O (stereo not drawn)
  -3	3	0	-7	-1	i	i	-7	-1
Cc1onc(NC(=O)NC(=O)c2c(Cl)cccc2Cl)c1Br
  2	5	3	-10	5	i	i	20	0
Cc1ccc(S(=O)(=O)Oc2ccc(C3C4=C(CCCC4=O)N(CCC(=O)O)C4=C3C(=O)CCC4)cc2Cl)cc1
  35	1	-2	3	3	i	x	-2	1
CCN1CCN(CCC(=O)Nc2ccc(Br)c(C)c2)CC1
  0	6	23	1	-1	i	i	-9	0
CCC(=O)N1CCc2cc(S(=O)(=O)CCC(=O)Nc3nc(C)cs3)ccc21
  -8	-2	5	3	-2	i	i	1	5
Cc1ccc(-c2nc(CS(=O)CC(=O)NCCCc3ccccc3)c(C)o2)cc1 (stereo not drawn)
  0	0	7	16	4	i	i	13	1
CC1CCN(C(=O)c2ccccc2NS(=O)(=O)c2ccccc2)CC1
  -2	-3	-1	17	4	i	i	-6	0
Cc1c(CCC(=O)NCCCn2ccnc2)c(=O)oc2c(C)c3oc4c(c3cc12)CCCC4
  -23	18	4	1	5	i	x	3	0
S=c1[nH]nc(-c2ccccc2)n1/N=C/c1ccc(-c2ccccc2Cl)o1
  9	15	-1	-55	5	i	i	4	-2
Cc1ccc(C(=O)COC(=O)c2c(C)cc(=O)oc2C)cc1[N+](=O)[O-]
  9	-2	7	15	-11	i	i	-5	-2
CC1(C)SC(=S)N(/N=C/c2cccnc2)C1N(O)C(=O)Nc1ccccc1 (stereo not drawn)
  -19	2	1	1	2	i	i	-4	-1
Cc1nn(C)c(Oc2ccccc2)c1CCNC(=O)CC(C)C
  -6	1	3	6	-1	i	i	10	-3
O=C(C1CCCN1S(=O)(=O)c1ccc(Cl)cc1)N1CCCCC1 (stereo not drawn)
  -2	3	-4	2	2	i	i	15	1
COc1ccc(S(=O)(=O)Nc2ccccc2N2CCOCC2)cc1OC
  -7	0	0	8	-9	i	i	-3	1
Cc1c(C(=O)NCC(C)C)sc2nc(-c3ccc(F)cc3)cn12
  -8	-3	-1	5	2	i	i	19	1
COc1ccc(C(=O)CSc2nnc(CNc3ccc(C)cc3C)o2)cc1
  -8	-1	5	-27	-1	i	i	-28	1
COc1ccc(CC(=O)NCc2n[nH]c(=S)n2-c2ccccc2OC)cc1
  -4	-6	1	-4	5	i	i	3	2
Cc1ccc(CNC(=O)C2CC3Cn4c(nc5cc(C)c(C)cc54)C3N2C)o1 (stereo not drawn)
  -10	1	-1	-1	2	i	i	0	2
CC1SC(=Nc2ccccc2)N(S(=O)(=O)c2ccccc2)C1=O (stereo not drawn)
  -9	-1	-4	4	-7	i	i	5	4
Cc1cc(C(=O)NC2CCCN(Cc3ccccc3F)C2)no1 (stereo not drawn)
  -4	2	-1	3	6	i	i	6	3
O=C(C[n+]1ccsc1)c1ccccc1
  -11	1	0	28	2	i	i	0	0
CC(=O)N1CCN=C1SCc1ccccc1Cl
  -3	5	-1	-4	-7	i	i	-3	0
O=C(NCCS(=O)(=O)N1CCN(c2ccc(F)cc2)CC1)C1CC(=O)N(c2ccccc2)C1 (stereo not drawn)
  -7	0	1	-12	3	i	i	14	-2
CCOC(CNC(=O)Cn1nc(C)c2ccccc21)OCC
  -4	-4	-5	11	-3	i	i	-2	0
COc1ccc(CNc2nc(-c3cccnc3)nn2C(C)=O)cc1
  2	-2	-5	-6	1	i	i	10	2
CC(C)CC(C(=O)NC1CCCCC1)N(Cc1ccccc1)C(=O)c1snc(C(N)=O)c1N (stereo not drawn)
  13	-3	1	11	5	i	i	-9	3
CC(C)(C)OC(=O)NC(Cc1ccccc1)C(=O)NC(CSC1CCCCO1)C(=O)NN (stereo not drawn)
  -3	5	0	-20	4	i	i	-7	1

# With a hit mark in PABP1 MLLE inh, among the entries above:
molecule	NadD inh	MT1-MMP act inh	PABP1 MLLE inh	CSN deneddyl inh	Rpn11 inh	Neddyl block	SKN-1 block	Rin1-Abl PPI inh
COc1ccc(NC(=S)NC(NC(=O)c2ccc(Cl)cc2Cl)C(Cl)(Cl)Cl)c([N+](=O)[O-])c1 (stereo not drawn)	7	2	36*	-2	i	i	-4	-3

# (listing goes on)
# Values run as follows: FAS TE block	NadD inh	MT1-MMP act inh	PABP1 MLLE inh	CSN deneddyl inh	Rpn11 inh	Neddyl block	SKN-1 block	Rin1-Abl PPI inh
C=CCNCc1ccc(C(=O)NCCCCCCC)cc1[N+](=O)[O-]
  -2	5	7	9	3	i	i	-6	6
CC1(C)CC(=O)C=C(N2CCOCC2)C1
  -4	-2	-1	-3	3	i	i	-7	0
O=C(CCC1CCCCC1)Nc1ccccc1-c1ccccc1
  18	1	-9	10	-3	i	i	15	-4
CC1CCCCC1NC(=O)c1ccc2c(c1)[nH]c(=O)n2C1CCCC1 (stereo not drawn)
  1	6	-3	1	-4	i	i	12	4
CCOC(=O)c1c(C)[nH]c(C)c1C(=O)COC(=O)CSc1ccc(C)cc1
  24	-9	1	-10	3	i	i	3	-1
Cc1cccc(C)c1NC(=O)c1cccc(C(=O)Nc2c(C)cccc2C)n1
  10	-7	0	5	0	i	i	9	-1
CCCCOC(=O)C1=C(C)NC2=C(C(=O)CCC2)C1c1cc(OC)ccc1OC (stereo not drawn)
  2	5	0	0	8	i	i	16	1
O=C(Cc1cccs1)Nc1ccon1
  -7	-7	-2	6	-3	i	i	5	-3
NC(=O)CSc1nc2sc3c(c2c2ncnn12)CCCC3
  0	9	1	3	-2	i	i	2	1
CCOC(=O)C1=C(C)NC(C)=C(C(=O)OC)C1c1ccco1 (stereo not drawn)
  -1	-5	2	3	-6	i	i	-2	-4
O=C(Nc1c2c(nn1-c1ccc(F)cc1)CSC2)c1ccc(S(=O)(=O)N2CCOCC2)cc1
  -1	42*	5	24	3	i	i	8	-2

# 3 of these compounds in another layout:
Structure	FAS TE block	NadD inh	MT1-MMP act inh	PABP1 MLLE inh	CSN deneddyl inh	Rpn11 inh	Neddyl block	SKN-1 block	Rin1-Abl PPI inh
CCOC(=O)C1=C(C)NC(C)=C(C(=O)OC)C1c1ccco1 (stereo not drawn)	-1	-5	2	3	-6	i	i	-2	-4
CCOC(=O)c1c(C)[nH]c(C)c1C(=O)COC(=O)CSc1ccc(C)cc1	24	-9	1	-10	3	i	i	3	-1
Cc1cccc(C)c1NC(=O)c1cccc(C(=O)Nc2c(C)cccc2C)n1	10	-7	0	5	0	i	i	9	-1
